High-throughput results as filed in PubChem BioAssay.
EWS-Fli inh: EWS/Fli-driven NR0B1 reporter inhibitors, primary screen, A673 cells, NR0B1 luciferase, luminescence, MLPCN library. viability-normalised. inhibition, % at 12.6 µM. 350,000 compounds, 0.67% hits;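 active means mean inhibition of at least 50% after viability correction, with every replicate also passing that limit; inconclusive means mean reaches 50% but only one of two replicates passes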;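 further: firefly luciferase signal divided by Alamar Blue viability fluorescence both relative to DMSO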
Xi reactivation: activators of inactive X chromosome reactivation, primary screen, imaging, XiGFP fibroblasts, GFP high-content imaging, set 2; 360,000 compounds, 0.055% hits; XiGFP mouse fibroblasts, % GFP-positive cells imaging, 3 d; cells co-treated with 5-aza-dC sensitizer; scaled so ellipticine positive control = 100%; activation, % at 7.58 µM;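 active means mean normalized replicate activation at least 10% and every replicate at or above 10%; inconclusive means only one of the two criteria met; inactive means mean below 10% and not all replicates reach 10%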;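 further: 0% = median of on-plate neutral control wells and 100% = ellipticine 6 µM median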
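Material: XiGFP fibroblasts, SV40-immortalized; Buffer or medium: DMEM containing 5-aza-dC; Compound dosing: single point; Times: 3 days compound exposure.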
PAX8 inh HTS: inhibitors of PAX8-driven TPO luciferase reporter, primary screen, RMG-I cells, single concentration. 360,000 compounds, 1.2% hits. inhibition, % at 12.6 µM. AID 652154, 2013. SteadyGlo, 24 h;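 active means mean replicate inhibition at least 60% with every replicate also reaching 60%; inconclusive means only one of the two criteria is met; inactive means mean below 60% and not all replicates reaching 60%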;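 further: luciferase light reporting Pax8 driven TPO promoter activity; plate controls were median of neutral control wells for no effect and mitoxantrone controls for full effect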
GSIS activator: GLuc luminescence reporter in INS-1E cells, primary screen for activators of glucose-dependent secretion of insulin. INS-1E GLuc reporter insulin secretion, 2-3 h. activation, % at 16.6 µM. 370,000 compounds, 0.61% hits. AID 743287, 2014;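 active means lowest replicate activation of at least 40%, so every replicate reaches that level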;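 further: 0% = median of neutral control wells and 100% = median of IBMX positive control wells; some compounds called inactive have numbers as strong as hits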
ARNT TACC3 PPI: disruptors of ARNT/TACC3 protein interaction, primary screen, biochemical, AlphaScreen, single concentration; Transforming acidic coiled-coil-containing protein 3 (Homo sapiens), Q9Y6A5; AlphaScreen His-ARNT PAS-B/GST-TACC3 binding, luminescence; TACC3 fragment carries E629A point mutation; inhibition, % at 9.99 µM; 390,000 compounds, 0.66% hits; AID 623870, 2012;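 active means mean inhibition of replicates at least 50% and at least half of replicates each reaching 50%; inconclusive means half or more replicates reach 50% but mean below 50%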;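 further: 0% = complete ARNT plus TACC3 wells and 100% = ARNT alone without TACC3; many hits fall short of the cut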
DENV2 CPE: inhibitors of DENV2 cytopathic effect, primary screen, cell-based, plate reader, single concentration | AID 651640, 2012 | 350,000 compounds, 1.7% hits | DENV2-infected cells, cytopathic effect rescue | CPE inhibition, % at 9.99 µM; in the data active means CPE inhibition above about 20%, passing the limit was not always enough; inconclusive means no clear call, values can overlap the other calls; tested in BHK-21 cells;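 further: 0% = median of neutral control wells and 100% = median of positive control wells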
F508del corr: F508del CFTR correction, initial screen, CFBE line, single point; activity (quench increase), % at 7.58 µM; 350,000 compounds, 0.36% hits; AID 720511, 2013; CFBE cells, YFP halide quenching; stimulated with forskolin plus potentiator P3; % fluorescence drop versus neutral controls;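 active means mean added fluorescence quench of at least 8% versus neutral control, with both replicates also reaching 8%; inconclusive means only one of the mean or replicate conditions met; inactive means mean below 8% and not both replicates reaching 8%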;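 further: cells transiently co-express mutant CFTR-F508del with the halide-sensitive YFP; corrector assay measuring rescue of mutant channel to the surface after 24 h compound exposure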
ERp5 inh: inhibitors of ERp5-driven insulin aggregation, primary screen, biochemical, turbidity, absorbance 650 nm, single point | AID 651711, 2012 | 90 min | Protein disulfide-isomerase A6 (Homo sapiens), Q15084 | inhibition, % at 9.99 µM | 350,000 compounds, 0.05% hits;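 active means mean replicate inhibition above about 25%, with every replicate also reaching it, limit read from the data, passing the limit was not always enough; inconclusive means only one of those two criteria met; inactive means neither criterion met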
Target sequence (Q15084 whole entry, looked up): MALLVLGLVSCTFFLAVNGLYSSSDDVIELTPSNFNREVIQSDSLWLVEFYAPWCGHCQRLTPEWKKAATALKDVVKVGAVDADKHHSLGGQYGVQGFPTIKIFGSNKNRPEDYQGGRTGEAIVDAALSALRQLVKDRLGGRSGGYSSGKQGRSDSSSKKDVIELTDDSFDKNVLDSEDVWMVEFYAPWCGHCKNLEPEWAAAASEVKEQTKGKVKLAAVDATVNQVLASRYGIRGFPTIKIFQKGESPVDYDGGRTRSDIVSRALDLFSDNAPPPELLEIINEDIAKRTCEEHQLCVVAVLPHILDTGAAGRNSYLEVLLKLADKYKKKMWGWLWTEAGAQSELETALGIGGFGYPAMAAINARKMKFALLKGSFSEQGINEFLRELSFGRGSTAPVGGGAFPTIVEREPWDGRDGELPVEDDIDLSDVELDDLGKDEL
* hit, by the source's call; ? = inconclusive; . = no result given.

Structure | EWS-Fli inh | Xi reactivation | PAX8 inh HTS | GSIS activator | ARNT TACC3 PPI | DENV2 CPE | F508del corr | ERp5 inh
CN(Cc1nc(Cc2cccc(C(F)(F)F)c2)no1)C1CC(C)(C)NC(C)(C)C1 | 6 | 0.0 | -4 | -3 | -1 | . | 1.7 | -6
Cc1ccc(NC(=O)CN(C)C(=O)COC(=O)C(C)(C)Oc2ccc(Cl)cc2)cc1 | . | 0.7 | . | -73 | -7 | 3 | -0.3 | 2
Cc1nnc(SCC(=O)N(C)c2ccccc2)n1-n1cccc1 | 2 | 0.3 | 0 | 8 | -4 | 1 | 3.1 | 7
O=C(C[C@@H]1CC[C@@H]2[C@H](COC[C@@H](O)CN2S(=O)(=O)c2cccc(Cl)c2)O1)N1CCOCC1 | 3 | 0.3 | 3 | 8 | -8 | 10 | 0.1 | 21
CN(C)S(=O)(=O)N(CC(=O)NCCSCc1ccccc1)c1ccccc1 | -1 | 0.0 | 3 | -5 | -3 | ? | 2.1 | -8
Nc1nc(SCC(=O)Nc2cccc(Oc3ccccc3)c2)n[nH]1 | -8 | 0.3 | -17 | 10 | . | -5 | 1.6 | 14
CC(=O)C1=CCC(c2ccc(Cl)cc2)N(S(=O)(=O)c2ccccc2C)C1 (stereo not drawn) | -1 | 0.2 | 8 | -26 | . | -8 | 3.9 | 0
COCC(=O)Nc1ccc2c(c1)OC[C@H](C)N(C(=O)c1ccncc1)C[C@@H](C)[C@@H](OC)CN(C)C2=O | -7 | 0.2 | . | 0 | 2 | -1 | -5.6 | 7
CC(C)NC(=O)N(C)C[C@@H]1Oc2ccc(NC(=O)Nc3ccccc3)cc2C(=O)N([C@@H](C)CO)C[C@H]1C | -1 | 0.7 | -13 | 19 | -8 | 3 | 0.0 | 4
Nc1ncnc2c1nc(SCCO)n2Cc1ccccc1 | -1 | 0.0 | -5 | -1 | 6 | 1 | -2.4 | 1

(cont.)
Structure | EWS-Fli inh | Xi reactivation | PAX8 inh HTS | GSIS activator | ARNT TACC3 PPI | DENV2 CPE | F508del corr | ERp5 inh
CCCCC(=O)N(C)c1c(C)nc2ccc(C(=O)N(CC)CCN(C)C)cn12 | 0 | 0.0 | 5 | 3 | . | 4 | -2.1 | 2
C[C@@H]1CCCCO[C@@H](CN(C)C(=O)CCC(F)(F)F)[C@H](C)CN([C@H](C)CO)C(=O)c2cc(NS(=O)(=O)c3ccc(Cl)cc3)ccc2O1 | . | 0.0 | 39 | -21 | 8 | 5 | 3.7 | 1
CCCCC(=O)Nc1ccc(C(=O)Nc2ccc(OC)cc2[N+](=O)[O-])cc1 | 11 | -0.1 | -14 | . | -3 | 0 | . | -10
CN(C)CC(=O)N1[C@@H]2c3cccc(=O)n3C[C@H]1[C@H](CO)[C@H]2C(=O)NCc1ccccc1 | 4 | 0.3 | . | 19 | -30 | 20* | . | -2
O=C(NCCS(=O)(=O)NCc1ccc(F)cc1)c1ccc2c(c1)OCO2 | -1 | -0.1 | -7 | 12 | -3 | 75* | -4.5 | -3
c1ccc(Cn2nnc3c(NCc4ccc5c(c4)OCO5)ncnc32)cc1 | 29 | 0.3 | 17 | 8 | 0 | 0 | 1.7 | -2
C=C1CCC(N(O)c2cc(C)on2)C(=C)CCC2C1CC2(C)C (stereo not drawn) | -3 | 0.0 | -8 | 1 | 5 | -6 | -0.5 | 9
C[C@@H]1CCCCO[C@H](CN(C)S(=O)(=O)c2cccs2)[C@H](C)CN([C@@H](C)CO)C(=O)c2cc(NC(=O)Cc3ccccc3)ccc2O1 | 6 | 0.1 | -4 | -21 | 3 | ? | -1.7 | .
O=C1c2ccccc2NC(c2cccs2)N1O (stereo not drawn) | -7 | 0.0 | -16 | -3 | 0 | -6 | -1.4 | 4
Nc1ccc2c(c1)OC1(CCCC1)O2 | 68* | 0.0 | 31 | -17 | 4 | . | 0.3 | 2

More entries follow:
Structure | EWS-Fli inh | Xi reactivation | PAX8 inh HTS | GSIS activator | ARNT TACC3 PPI | DENV2 CPE | F508del corr | ERp5 inh
Cc1nnc(CN(C)Cc2cn[nH]c2-c2ccc(-c3ccccc3)cc2)o1 | -15 | -0.3 | -7 | -6 | 4 | -3 | -1.0 | -1
Nc1ccc(C(=O)c2cccs2)cc1 | . | -0.1 | -8 | 8 | -4 | . | . | .
c1ccc(-c2nnc(CN3CCCCC3)o2)cc1 | -53 | 0.2 | -74 | 10 | -5 | 12 | 2.1 | -1
COCC(=O)Nc1ccc2c(c1)[C@H]1C[C@H](CC(=O)N(C)C)O[C@@H](CO)[C@H]1O2 | -7 | 0.1 | -4 | -5 | . | -4 | -1.4 | .
O=C(Nc1ccc(N2CCOCC2)cc1)c1cccc2c(-c3ccc(F)c(F)c3)coc12 | -7 | -0.2 | -55 | -1 | . | . | -1.9 | 5
CC(=O)NC(CCS(C)(=O)=O)C(=O)Nc1c(C)cccc1C (stereo not drawn) | 1 | 0.0 | 16 | 3 | -8 | 5 | 3.9 | -1
COc1cc(-c2cc(C(=O)O)c3cc4ccccc4cc3n2)cc(OC)c1OC | 2 | 0.1 | 15 | 7 | . | -2 | -4.7 | -4
COc1ccc(/C=N/NC(=S)SC)cc1OC | 4 | 0.0 | 13 | 24 | 1 | 1 | . | -7
C/C=C/c1cnc2c(c1)C(=O)N([C@H](C)CO)C[C@@H](C)[C@H](CN(C)C(=O)C1CCOCC1)O2 | 7 | 0.0 | -2 | 0 | -5 | 4 | 2.0 | -1
Cn1cccc1C(=O)OCC(=O)Nc1cccc(S(=O)(=O)N2CCOCC2)c1 | 3 | -0.1 | 2 | -2 | 0 | -4 | -1.1 | 6

In the list so far, two contain an NH in an aromatic ring:
Structure | EWS-Fli inh | Xi reactivation | PAX8 inh HTS | GSIS activator | ARNT TACC3 PPI | DENV2 CPE | F508del corr | ERp5 inh
Nc1nc(SCC(=O)Nc2cccc(Oc3ccccc3)c2)n[nH]1 | -8 | 0.3 | -17 | 10 | . | -5 | 1.6 | 14
Cc1nnc(CN(C)Cc2cn[nH]c2-c2ccc(-c3ccccc3)cc2)o1 | -15 | -0.3 | -7 | -6 | 4 | -3 | -1.0 | -1

Additional records:
Structure | EWS-Fli inh | Xi reactivation | PAX8 inh HTS | GSIS activator | ARNT TACC3 PPI | DENV2 CPE | F508del corr | ERp5 inh
CCN(C[C@H]1N[C@@](CC)(C(=O)OC)[C@H]2C(=O)N(C)C(=O)[C@@H]12)C(=O)Nc1ccc(F)cc1 | 7 | -0.1 | -9 | -5 | -4 | 6 | 3.2 | 0
COc1ccc(CCNC(=O)COc2ccc(S(=O)(=O)N3CCCC3)cc2)cc1 | -10 | 0.0 | -13 | -2 | -17 | 1 | 2.5 | -4
O=C(NCc1ccccc1)C(c1ccccc1F)n1c(=O)c(-c2ccccc2)nc2ccccc21 (stereo not drawn) | -1 | -0.2 | 2 | -1 | . | -13 | 0.3 | 4
CC(C)NC(=O)N(C)C[C@@H]1Oc2ccc(NS(C)(=O)=O)cc2CC(=O)N([C@@H](C)CO)C[C@@H]1C | 6 | -1.2 | -5 | -9 | -2 | 10 | -1.3 | -2
COC(=O)CCCSc1nccn1-c1ccccc1 | 4 | -0.1 | -21 | 10 | -1 | 14 | 1.4 | 11
O=C(COC(=O)c1cc(Br)ccc1O)Nc1cc(S(=O)(=O)N2CCCC2)ccc1Cl | 4 | 0.5 | 8 | -9 | -21 | -5 | -1.4 | 5
O=C(NCCCCNC(=O)c1ccccc1F)c1ccccc1F | -11 | 0.1 | 12 | . | 0 | 18 | 2.9 | -6
CC(C)c1nnc(NC(=O)CCC(=O)N2CCC(Cc3ccccc3)CC2)s1 | . | 0.4 | 4 | -24 | 5 | -1 | 2.8 | 14
CCCn1ncc(CN2CCN(CCc3ccccc3)C(CCO)C2)c1C (stereo not drawn) | -4 | 0.2 | -9 | -12 | -1 | 6 | 3.5 | 3
O=C1OC(Cc2ccncc2)C(O)=C1C1=NCCCN1 (stereo not drawn) | . | 0.2 | 7 | 10 | -18 | . | . | .

Remaining list, next part:
Compound,EWS-Fli inh,Xi reactivation,PAX8 inh HTS,GSIS activator,ARNT TACC3 PPI,DENV2 CPE,F508del corr,ERp5 inh
CC(=O)c1cc(-c2ccccc2)n(CC(=O)NC(C)(C)C)c1C,9,0.0,19,-1,.,1,0.3,7
Cc1ccnc(NS(=O)(=O)c2ccc(NC(=O)/C=C/c3ccccc3)cc2)n1,8,-0.1,0,23,7,6,1.6,0
O=S(=O)(c1ccccc1)N1C[C@H]2[C@@H](c3ccccc31)[C@@H](CO)N2Cc1ccccn1,-2,0.0,7,7,27*,-5,-0.7,-1
CC(=O)N(C(C)=O)n1c(/C=C/c2ccc([N+](=O)[O-])cc2)nc2ccccc2c1=O,14,0.4,11,9,5,-2,1.8,-12
O=C(c1noc2c1CCCC2)N1CCN(c2ccc(F)cc2)CC1,-12,.,.,-6,-2,2,-2.2,11
Cn1c(CNC(=O)CNS(=O)(=O)c2ccc(Cl)cc2)cc(=O)n(C)c1=O,0,0.0,-3,13,-29,15,0.4,0
O=C(Nc1nnc(SCCN2CCOCC2)s1)C1CC(=O)N(c2ccccc2)C1 (stereo not drawn),.,0.0,-8,-2,-2,-2,-1.9,2
Nc1ccc(N2CCCCC2)c(Cl)c1,-4,0.0,-19,-11,4,5,-3.6,-12
Cc1nn(C(C)(C)C)c(N)c1-c1ccccc1,.,-0.1,-7,-6,0,.,.,.
C[C@H](CO)N1C[C@H](C)[C@H](CN(C)C(=O)Nc2ccc(C(F)(F)F)cc2)Oc2ccc(NC(=O)CCC(F)(F)F)cc2C1=O,3,0.0,0,-23,-4,6,-2.3,-6
O=C(c1ccc(F)cc1)N1CCCCN2[C@H](CO)[C@@H](c3ccc(/C=C/c4ccccc4)cc3)[C@@H]2C1,9,0.0,9,6,-6,-2,6.3,2
Cc1cc2ccccn2c1C(=O)c1ccc(C#N)cc1,-4,-0.1,-13,1,12,8,-4.1,-2
COc1ccccc1C1(O)CCN(CC(=O)Nc2nc(-c3ccccc3)cs2)CC1,3,0.0,19,-14,5,-3,1.5,21
CCC(=O)Nc1ccc2c(c1)OC[C@H](C)N(C(=O)CC)C[C@H](C)[C@@H](OC)CN(C)C2=O,.,0.4,.,0,.,35*,-3.5,-2
Cc1cccc(NC(=O)CN2C(=O)NC(C)(c3ccc4ccccc4c3)C2=O)n1 (stereo not drawn),6,-0.1,6,-42,.,2,-1.4,-2
COc1ccc(C(C)=O)cc1COc1cccnc1[N+](=O)[O-],36,0.0,14,15,13,2,4.4,2
Cc1ccc(SC2CC(=O)N(c3ccc4c(c3)OCCO4)C2=O)cc1 (stereo not drawn),4,0.0,-12,-35,-4,-3,1.2,-3
O=C(NC1CCCCC1)C1CCN(C(=O)c2ccc(Cl)cc2)CC1,4,0.0,-6,-7,-6,17,0.8,0
Cc1ccc2nc(N(CCCN(C)C)C(=O)c3ccc4c(c3)CCCC4)sc2c1,.,-0.1,-11,4,34,.,.,.
O=C(NCc1ccccc1)C(=O)NCC1OCCN1C(=O)c1ccc(Cl)cc1 (stereo not drawn),1,0.2,-7,-1,0,7,-0.7,0
Cn1c(SCC(=O)c2ccc(F)cc2)nnc1-c1cccnc1,-18,0.3,-8,4,.,0,.,3
